ARNT TACC3 PPI = disrupts binding between human ARNT and TACC3 | Q9Y6A5 | AlphaScreen His-ARNT PAS-B/GST-TACC3 binding, luminescence; TACC3 fragment carries E629A point mutation | inhibition, % at 9.99 µM | hit rate 0.66% among 390,000;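 active means mean inhibition of replicates at least 50% and at least half of replicates each reaching 50%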;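 further: 0% = complete ARNT plus TACC3 wells and 100% = ARNT alone without TACC3; many hits fall short of the cut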
* hit, by the source's call.

SMILES	ARNT TACC3 PPI
COc1ccc(CNC(=O)Cc2nn(C)c(=O)c3ccccc23)cc1	-11
COc1ccc(CCNC(=O)c2cc(-c3ccc(C)c(C)c3O)n[nH]2)cc1OC	5
COC(=O)c1cccc(NC(=O)C2COc3ccccc3O2)c1C (stereo not drawn)	-27
COc1ccc(OCC(O)COc2ccc(OC)cc2)cc1	1
CCC(C)C(NC(=O)C1CCC(C)CC1)C(=O)NCc1ccccn1 (stereo not drawn)	-1
COC(=O)c1ccc(CSc2nnc(NCc3ccccc3)s2)o1	-32
CCOC(=O)N1CCN(C(=O)CCS(=O)(=O)c2ccc(Br)s2)CC1	-7
COc1cc2c(cc1NC(=O)CSc1nnnn1-c1ccccc1)oc1ccccc12	-12
Cc1nc2ccccc2c(=O)n1NC(=O)Nc1ccccc1	3
CCOC(=O)c1sc2nc(C3CC3)cc(-c3ccc(F)cc3)c2c1N	-4
O=C(N/N=C/c1c[nH]c2ccccc12)c1ccc([N+](=O)[O-])cc1Cl	-18
c1ccc(CN2CCC3(CC2)Nc2ccccc2CO3)cc1	1
O=C(CSc1nnc(-c2ccc(S(=O)(=O)N3CCOCC3)cc2)o1)c1ccccc1F	-3
OCCCn1c(-c2ccccc2)nc(=S)c2c1CCCC2	-12
COc1ccc(N=Nc2cnc(C)nc2-c2ccccc2)cc1	3
Cc1nc(NCC2CCCO2)[nH]c(=O)c1CCC(C)C (stereo not drawn)	-5
O=C1CC(Cc2ccc(Cl)cc2)C(=O)N1c1ccccn1 (stereo not drawn)	0
CCOC(=O)c1cccc(NC(=O)c2ccco2)c1	-1
CCOc1cc(NS(=O)(=O)CC)c(OCC)cc1NC(=O)c1ccco1	7
Cc1c(Cl)cccc1NC(=O)CCN1CCCCCC1	-7
CCCN(Cc1cc2cc(OC)ccc2[nH]c1=O)C(=O)c1ccncc1	-8
CCCC(=O)C1=C(O)C(C(=O)OC)C(C)(C)CC1=Nc1ccncc1 (stereo not drawn)	-4
CCOc1cc(N2CCOCC2)c(OCC)cc1NC(=O)CN1C(=O)NC(Cc2ccccc2)C1=O (stereo not drawn)	4
CNS(=O)(=O)c1cccc(C(=O)OCC(=O)Nc2ccc(-c3nc4ccc(C)cc4s3)cc2)c1	-2
O=C(c1ccc(Br)o1)N1CCCc2ccccc21	0

7 successive entries from above, for reference:
SMILES	ARNT TACC3 PPI
CCOc1cc(NS(=O)(=O)CC)c(OCC)cc1NC(=O)c1ccco1	7
Cc1c(Cl)cccc1NC(=O)CCN1CCCCCC1	-7
CCCN(Cc1cc2cc(OC)ccc2[nH]c1=O)C(=O)c1ccncc1	-8
CCCC(=O)C1=C(O)C(C(=O)OC)C(C)(C)CC1=Nc1ccncc1 (stereo not drawn)	-4
CCOc1cc(N2CCOCC2)c(OCC)cc1NC(=O)CN1C(=O)NC(Cc2ccccc2)C1=O (stereo not drawn)	4
CNS(=O)(=O)c1cccc(C(=O)OCC(=O)Nc2ccc(-c3nc4ccc(C)cc4s3)cc2)c1	-2
O=C(c1ccc(Br)o1)N1CCCc2ccccc21	0

Continuation:
SMILES	ARNT TACC3 PPI
O=C(c1cc(-c2ccc(Cl)cc2)n(-c2cc(Cl)ccc2Cl)n1)N1CCOCC1	-8
CCn1cc(C(=O)NCc2ccco2)c(=O)c2cc(S(=O)(=O)N3CCCCCC3)ccc21	1
COc1ccc(/C=N\NC(=O)COc2ccccc2Cl)cc1Cn1nc(C)cc1C	-18
COc1ccc(-n2nccc2-c2nn(-c3cccc(OC)c3)c(=O)n(C)c2=O)cc1	-1
Cn1c(-c2ccc(-c3ccccc3)cc2)c[nH]c1=S	5
CC(C)C(C(=O)Nc1ncn[nH]1)N1C(=O)c2ccccc2C1=O (stereo not drawn)	36*
Cc1ccc(S(=O)(=O)NCCc2ccc(S(N)(=O)=O)cc2)cc1	-3
Cc1cc(=O)c2cccc(Br)c2[nH]1	0
c1ccc(Oc2cccc(NC3=NCCC3)c2)cc1	3
COc1ccc(S(=O)(=O)N2CC(O)CC2C(=O)OCC(=O)Nc2ccc(Cl)cn2)cc1 (stereo not drawn)	-27
Cc1cc(C)c(C)c(S(=O)(=O)N2C(=S)NC(=O)C2CC(C)C)c1C (stereo not drawn)	-4
CCC(C)Nc1nc(OCC(F)(F)F)nc(OCC(F)(F)F)n1 (stereo not drawn)	-1
Cc1ccn2c(/C=N/OCc3ccc(F)cc3)c(-c3ccc(Cl)cc3)nc2c1	4
CCc1ccc(OCC(=O)Nc2ncc3c(n2)CC(C)(C)CC3=O)cc1	5
Cc1cc(C)c2c3c(sc2n1)C(=O)N(C)CC(=O)N3	-2
Cc1nc2c(Cl)cc(Cl)cc2[nH]1	-8
O=C(CSc1nnc(NC2CCCCC2)s1)NC1CCS(=O)(=O)C1 (stereo not drawn)	-4
O=C(CN1CCN(S(=O)(=O)c2ccc(F)cc2)CC1)Nc1cc(C(F)(F)F)ccc1Cl	-4
N#Cc1cccc(NC(=O)Cn2cnc(S(=O)(=O)N3CCc4ccccc43)c2)c1	0
O=C(c1cccs1)c1coc2ccc(O)c(CN(CCO)CCO)c12	-1
CCCc1cc(=O)oc2c(CN3CCCC3)c(O)c(Cl)cc12	-14
CCS(=O)(=O)N1CCCC(C(=O)NC2CCC(C)CC2)C1 (stereo not drawn)	-9
Cc1onc(-c2ccccc2)c1C(=O)Nc1nc(-c2ccc(F)c(F)c2)cs1	-20
O=C(NCCc1ccccc1)c1ccnc(/C=N/O)c1	9
COc1cccc(C(=O)N2CCN(c3ncccn3)CC2)c1	-1

Given as a markdown table: entries from further up.
| smiles | ARNT TACC3 PPI |
| --- | --- |
| O=C(c1cccs1)c1coc2ccc(O)c(CN(CCO)CCO)c12 | -1 |
| CCc1ccc(OCC(=O)Nc2ncc3c(n2)CC(C)(C)CC3=O)cc1 | 5 |
| CCCc1cc(=O)oc2c(CN3CCCC3)c(O)c(Cl)cc12 | -14 |
| OCCCn1c(-c2ccccc2)nc(=S)c2c1CCCC2 | -12 |

Following part.
SMILES	ARNT TACC3 PPI
COc1ccc2nc3oc(C(=O)N4CCCCC4)cc3cc2c1	32
Cc1ccc2c(c1)cc1c(=O)n(CC(=O)NCCN3CCCC3)nc(C)n12	4
CCCC(=O)C1=C(N(C)c2ccccc2)CC(C)(C)C(C(=O)OC)C1=O (stereo not drawn)	27
O=S(=O)(c1ccc(Oc2ncnc3scc(-c4ccccc4)c23)cc1)N1CCOCC1	-1
Clc1ccc(OCCn2cnc3ccccc32)c(Cl)c1	-5
COc1ccc(C(=O)N2CCN(c3cccc(Cl)c3)CC2)c(OC)c1	-2
CCCOc1ccc(NC(=O)C2CCCNC2=O)cc1 (stereo not drawn)	-3
Cn1c(=O)c2c(ncn2CC(=O)Nc2ccccc2Sc2ccccc2)n(C)c1=O	-1
COC(=O)C(Cc1cnc(Cl)s1)(C(=O)OC)c1ccc([N+](=O)[O-])cc1[N+](=O)[O-]	7
CCCNc1nc2c(c(=O)n(C)c(=O)n2C)n1CCC(C)C	-1
O=C(CSc1ncccn1)c1ccccc1Br	-6
CC(=O)c1cnn(-c2cc(Oc3cccc(C)c3)ncn2)c1C	-6
O=C(C[n+]1cccc(NC(=O)c2ccccc2)c1)c1ccc(NC(=O)c2ccccc2)cc1	10
COc1ccc(OC)c(N2C(N)=NC(N)=NC23CCCC3)c1	-4
CCOC(=O)N1CCN(C(=O)CN(c2cccc(C(F)(F)F)c2)S(=O)(=O)c2ccccc2)CC1	5
O=C(NNC(=O)c1ccc([N+](=O)[O-])o1)c1ccccc1	-3
COc1cccc(/C=N/NC(=O)c2ccc(-c3ccccc3)cc2)c1O	-4
C/C(=N\NC(=O)c1csc2ccccc12)c1ccc(O)cc1	-4
Nc1nnc(SCCOc2ccc(Br)cc2)s1	-10
CCCCN1C(=O)C(O)=C(C(C)=O)C1c1ccccc1 (stereo not drawn)	-5
COc1ccc(Nc2nnc(C)c(=O)[nH]2)cc1	-5
CC(=O)Oc1cc2c(C(=O)NCCN3CCOCC3)c(C)oc2c2ccccc12	2
COc1cc(C(=O)O)ccc1OC(C)=O	0
CCOc1ccc(N(CC(=O)NC2CCCC2)S(=O)(=O)c2c(C)noc2C)cc1	-22
C=CCN1C(=O)/C(=N/n2cnnc2)c2ccccc21	3

Five compounds picked at random from those above, as already listed:
SMILES	ARNT TACC3 PPI
COc1ccc(C(=O)N2CCN(c3cccc(Cl)c3)CC2)c(OC)c1	-2
COC(=O)C(Cc1cnc(Cl)s1)(C(=O)OC)c1ccc([N+](=O)[O-])cc1[N+](=O)[O-]	7
O=S(=O)(c1ccc(Oc2ncnc3scc(-c4ccccc4)c23)cc1)N1CCOCC1	-1
O=C(NNC(=O)c1ccc([N+](=O)[O-])o1)c1ccccc1	-3
C/C(=N\NC(=O)c1csc2ccccc12)c1ccc(O)cc1	-4

Other results:
SMILES	ARNT TACC3 PPI
CCN(CC)S(=O)(=O)c1ccc(-c2nnc(SCc3nnc(-c4ccc(C)cc4)o3)o2)cc1	-4
CCCN(CCC(=O)Nc1ccccc1F)CC1CC1	2
O=C(CSCc1ccccc1Cl)NNC(=O)c1ccccc1	-3
Cn1c(CN2CCOCC2)nnc1SCC(N)=O	-5
O=C(CCn1cnc2ccccc2c1=O)Nc1ccc(S(=O)(=O)N2CCCCC2)cc1	-5
O=C(NCCCN1CCN(c2ccccc2F)CC1)C1CCN(S(=O)(=O)N2CCOCC2)CC1	3
Cc1ccc(N2C(=O)c3ccccc3C2=O)cc1Cl	-14
Cc1ccc(/C=C2\SC(=S)N(CCCC(=O)Nc3cccnc3)C2=O)cc1	7
CC(C)C[C@@H](N)c1nnc(SCC(=O)c2ccc(Cl)cc2)o1	-6
CCOC(=O)N1CCN(CC(O)COCCC23CC4CC(CC(C4)C2)C3)CC1 (stereo not drawn)	1
CCOc1cc([N+](=O)[O-])cc(/C=N/NC(=O)c2c(-c3ccccc3)noc2C)c1O	57*
Cc1nn(-c2ccccc2)c2sc(C(=O)OCC(=O)N3CCCCC3)cc12	1
c1ccc(-n2ncc3c2ncn2nnnc32)cc1	-11
Cn1c(CNc2ccccc2)cc(=O)n(C)c1=O	-5
CC(c1ccccn1)N(CCN(C)C)C(=S)Nc1cccc(F)c1 (stereo not drawn)	26
CC(=O)c1c(C)[nH]c(C(=O)Nc2ccc3c(c2)OCCO3)c1C	0
CN(CC(=O)NCc1ccco1)S(=O)(=O)c1ccc2c(c1)n(C)c(=O)c(=O)n2C	-20
CCOC(=O)c1oc2ccccc2c1CN1CCOCC1	-4
COc1ccc(CN=CC2=C(O)CNC2=O)cc1OC	-8
CCS(=O)(=O)c1ccc(O)c(NC(=O)Nc2ccccc2)c1	-6
Cc1cc2nc3c(nc2cc1C)C1(C(=O)N(C)C)CCC3(C)C1(C)C (stereo not drawn)	-4
CCOCCCNC(=O)C(NC(=O)c1ccccc1O)c1ccc(Cl)cc1 (stereo not drawn)	-25
CN(C)c1ccc(/C(=N\O)c2ccccc2)cc1	6
CCOC(=O)c1ccc(NC(=S)NC2CC(C)(C)NC(C)(C)C2)cc1	6
CCN1CCN(Cc2ccccc2NC(=O)Nc2ccc(C)cc2)CC1	2

Sorted by the number under ARNT TACC3 PPI (lowest first): 3 from the list above
SMILES	ARNT TACC3 PPI
c1ccc(CN2CCC3(CC2)Nc2ccccc2CO3)cc1	1
CCCN(CCC(=O)Nc1ccccc1F)CC1CC1	2
COc1ccc2nc3oc(C(=O)N4CCCCC4)cc3cc2c1	32

The list continues.
SMILES	ARNT TACC3 PPI
O=C1CCC(C(=O)Nc2ccccc2)N1 (stereo not drawn)	0
O=C1c2ccc(Oc3ccc4c(c3)C(=O)N(CCCCO)C4=O)cc2C(=O)N1CCCCO	15
CCC1CCC2(CC1)NNC(=S)NN2	1
COc1cccc(NC(=O)C(c2ccccc2)N2CCNC(=O)C2)c1 (stereo not drawn)	2
Nn1c(SCC(=O)N2CCCc3ccccc32)nnc1-c1ccccc1	-6
Cc1ccc(CN(C(=O)Cn2nnc3ccccc32)C(C(=O)NCc2ccco2)c2ccc(C)o2)cc1 (stereo not drawn)	-3
Cc1ccc2nsnc2c1S(=O)(=O)N(Cc1cc2cccc(C)c2[nH]c1=O)CC1CCCO1 (stereo not drawn)	-6
O=C(NCc1ccccc1)NC1(C(=O)Nc2ccc3c(c2)OCCO3)CCCCC1	-2
Cc1ccc(S(=O)(=O)N2CCN(S(=O)(=O)c3ccc4c(c3)OCCO4)CC2)cc1	7
CCOC(=O)CC(=O)CSc1ncnc2c1cnn2-c1ccccc1	-5
CCc1nc(NCC2CCCO2)c2oc3ccccc3c2n1 (stereo not drawn)	-2
CCN(CC)CCn1c(=N)n(CCO)c2ccccc21	-6
CC(C)CC(OC(=O)c1cccs1)C(=O)NCC1CCCO1 (stereo not drawn)	-1
CCCCn1c(N)c(N(CC(C)C)C(=O)c2cc3c(s2)CCC3)c(=O)[nH]c1=O	-4
CCc1cc(Br)ccc1NC(=O)C1CCCO1 (stereo not drawn)	-3
O=C(CN(C(=O)CSc1nnc(COc2ccccc2)o1)c1ccc(F)cc1)NC1CCCCC1	-6
Cc1c(C(=O)NC(C)CCc2ccccc2)cccc1[N+](=O)[O-] (stereo not drawn)	2
Cc1c(NC(=O)c2ccc3c(c2)C(=O)N(CC2CCCO2)C3=O)cccc1C(=O)O (stereo not drawn)	8
O=C(NC1=NCCS1)c1cccs1	-7
Cc1ccc(OCC(=O)NC(=S)Nc2ccc(Br)c(C)n2)cc1	30
CS(=O)(=O)c1ccc(C(=O)OCc2nnc(-c3ccc(Cl)cc3)o2)cc1[N+](=O)[O-]	3
Cc1ccc(OCC(=O)NNC(=O)c2cc3ccccc3o2)cc1	-7
Cc1oc(CC(C)C)c(CN2CCCC2)c1C(=O)O	0
CCOC(=O)c1sc(=S)n(-c2ccc(Cl)cc2)c1C	-6
COc1ccc(S(=O)(=O)N(C)CC(=O)O)c2ccccc12	-13
O=C1C2ON(c3ccccc3)C(c3cccnc3)C2C(=O)N1Cc1ccccc1 (stereo not drawn)	-2
CCCC(C)NS(=O)(=O)c1ccccc1 (stereo not drawn)	-23
COc1nc(NCc2ccc(Cl)cc2)nc(OC)n1	2
COCCn1c(SCC(=O)c2ccc3c(c2)OCCO3)nnc1C(C)C	0

A portion of the library; rates above refer to the full screens.
